MLL CXXC-DNA inh: inhibitors of human MLL CXXC domain-DNA interaction | 290,000 tested, 0.037% active | MLL-CXXC / FITC-HOXA9 DNA fluorescence polarization | Potency, µM (highest dose often 115 µM), inactives show top-dose activity change, negative = inhibition, hits mostly inhibitors | Q03164; active = well fitted inhibition curve with a large enough effect in the polarisation, with a control signal flat, not every such curve was filed as active; inconclusive = small, poorly fitted or top-dose-only effect, or effect the other way, or a change in a side signal; inactive = no such curve, though single readings can be large or run the other way; the % refers to the polarisation; note: potency is the fitted concentration of half-maximal effect
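Steps: dispense CXXC domain solution (7 uM) → pin compounds or unlabeled HOX-A9 DNA control → 5 min ambient → add FLSN-HOX-A9 solution (50 nM) → spin → 30 min ambient → fluorescence polarization. Tris pH 7.5/NaCl/DTT/BSA buffer.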
TCR act: activates T cell receptor signaling; primary human leukocytes, anti-CD3, IL-2 HTRF, 48 h; Potency, µM (series often up to 9.22 µM), for inactives: at the top dose activation of IL-2 secretion, actives largely listed as activators; 330,000 tested, under 10 active; note: % of control where 0% means no effect
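Human primary leukocytes + a-CD3 beads + cpd, 48 hr; IL-2 in supernatant by HTRF (ex 320nm / em 665nm). No co-stimulatory signal supplied.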
Integrin act MD: activators of alpha7 integrin expression for muscular dystrophy; 350,000 tested, 0.064% active; Potency, µM (series often up to 38.3 µM), inactives show top-dose activation, most hits filed as activators; alpha7betagal myoblasts, beta-gal FDG fluorescence, 48 h; AID 624291;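 note: potency is the fitted concentration of half-maximal effect; 100% = response of the positive control SU9516; nearly all actives have a fitted effect of over 60% in size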
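Alpha7betagal+/- myoblasts (passage 13) were plated 16-24 hr, then exposed to compounds (1:260 dilution of DMSO stock) for 48 hours at 37C. After MPER lysis, β-galactosidase reporter activity was read as FDG fluorescence (ex 480/em 540) after 30 minutes.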
ELG1 repair inh: blocks ELG1-dependent DNA repair in HEK293T cells | HEK293T ELG1-luciferase reporter, luminescence, 16 h; DNA damage induced by 5-fluorouridine | Potency, µM (doses to about 46.1 µM), without a hit: at the highest dose activity change, negative = inhibition, hits mostly inhibitors | 330,000 tested, 2.3% active | AID 504467; note: potency is the fitted concentration of half-maximal effect; % is set by controls: 0 for no effect and ±100 for the full control effect; nearly all actives have a fitted effect of over 55% in size
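Quantitative HTS, concentration-response format. 2,000 cells/well co-treated with 5-fluorouridine and compound, 16 hr in 5% CO2 at 37 °C; ONE-Glo luminescence read after 30 min.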
p53 reactivation: mutant p53 re-activation in reporter cells; Potency, µM (doses to about 92.2 µM), without a hit: at the highest dose activity change, positive = activation, most hits filed as activators; AID 504706; H1299 p53-A138V BP100-luciferase reporter, luminescence, 24 h; 320,000 tested, 0.063% active; note: potency is the fitted concentration of half-maximal effect; % of control where 0% means no effect; nearly all actives have a fitted effect of over 45% in size
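p53-null H1299 cells stably carrying temperature-sensitive p53-A138V and a BP100-luciferase reporter were pinned with compounds (4-point, 1:5 series) and held 24 hrs at 37 deg C. Luminescence was read 10 min after detection reagent.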
BRCA1 expr act: BRCA1 expression activation; Potency, µM (titrated, usually from 46.1 µM), without a hit: at the top dose activation, most hits filed as activators; 380,000 tested, 1.1% active; MCF7-BRCA1-FFLuc reporter, luminescence, 48 h; response scale: scaled: vehicle 0%, 10 µM genistein 100%; AID 624202; note: potency is the fitted concentration of half-maximal effect; nearly all actives have a fitted effect of over 80% in size; some results filed as inactive show a strong effect at the top dose
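Reporter cells (MCF7, BRCA1 promoter-firefly luciferase) received library compounds across a concentration series for 48 h. End-point luminescence was measured and concentration-effect curves derived after normalization.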
A-T KAP1 phos: potential ataxia-telangiectasia treatment. […] A-T fibroblasts, KAP-1 phosphorylation AlphaLISA; neocarzinostatin DNA damage 30 min before lysis. Potency, µM (series often up to 57.5 µM), for inactives: top-dose activation, most hits filed as activators. 320,000 tested, 0.19% active. AID 485349; note: potency is the fitted concentration of half-maximal effect; % of control where 0% means no effect; nearly all actives have a fitted effect of over 45% in size
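hTERT-immortalized A-T patient fibroblasts ([…]), 500 cells/well in OPTI-MEM, 1% FBS, got compounds for 60 min, then NCS for 30 min at 37C. Lysates were then assayed for phospho-KAP-1 by AlphaLISA (anti-pKAP1 donor, anti-KAP1 acceptor beads), 6 hr at 25C.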
TRPV1 ag: activates the human vanilloid receptor TRPV1; TRPV1-expressing cells, Fluo-8 calcium influx, agonist mode; 320,000 tested, 0.19% active; Q8NER1; activation, % at 8.33 µM; AID 540275; in the data active = activation above about 80%; inconclusive = between about 30% and that limit; note: 0% is about no effect
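Cells expressing TRPV1 were dye-loaded with Fluo-8 and read kinetically: 10 s baseline, 3 min after compound (agonist portion), then 2 min after EC20 capsaicin (allosteric enhancer portion). Calcium-bound dye fluorescence at 480/520 nm.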
B2AR arrestin: agonists driving beta-arrestin recruitment to human beta2-adrenergic receptor; P07550; beta-arrestin recruitment to beta2AR, cell-based reporter; Potency, µM (top dose mostly 46.1 µM), without a hit: at the top dose activation, actives largely listed as activators; 330,000 tested, 0.02% active;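 note: potency is the fitted concentration of half-maximal effect; 0% = DMSO controls and full agonism = EC100 isoproterenol or metaproterenol; nearly all actives have a fitted effect of over 65% in size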
Target sequence (P07550 whole entry, looked up): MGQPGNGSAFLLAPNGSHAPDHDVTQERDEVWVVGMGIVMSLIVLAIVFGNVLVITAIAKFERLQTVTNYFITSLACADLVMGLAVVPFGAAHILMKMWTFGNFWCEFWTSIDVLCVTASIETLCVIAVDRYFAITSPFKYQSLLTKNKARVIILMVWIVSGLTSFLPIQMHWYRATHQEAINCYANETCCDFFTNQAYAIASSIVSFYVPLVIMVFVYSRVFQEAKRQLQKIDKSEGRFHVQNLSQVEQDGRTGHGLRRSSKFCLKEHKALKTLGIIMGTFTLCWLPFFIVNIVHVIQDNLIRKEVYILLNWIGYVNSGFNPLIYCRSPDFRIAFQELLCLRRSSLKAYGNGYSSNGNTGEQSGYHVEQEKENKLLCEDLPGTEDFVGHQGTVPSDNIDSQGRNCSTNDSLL
PTAP TSG101 blk: blocks PTAP/TSG101 interaction to inhibit HIV-1 budding; Fluorescence polarization, FITC-PTAP peptide / Tsg101 binding; Potency, µM (titrated, usually from 115 µM), for the others: at the highest dose activity change, negative = inhibition, usual class: inhibitors; 340,000 tested, under 10 active; active = well fitted inhibition curve with a large enough effect in the main read-out, with a control signal flat, not every such curve was filed as active; inconclusive = small, poorly fitted or top-dose-only effect, or effect the other way, or a change in a side signal; inactive = no such curve, though single readings can be large or run the other way; note: potency is the fitted concentration of half-maximal effect; % of control where 0% means no effect
Target sequence (Q99816 whole entry, looked up): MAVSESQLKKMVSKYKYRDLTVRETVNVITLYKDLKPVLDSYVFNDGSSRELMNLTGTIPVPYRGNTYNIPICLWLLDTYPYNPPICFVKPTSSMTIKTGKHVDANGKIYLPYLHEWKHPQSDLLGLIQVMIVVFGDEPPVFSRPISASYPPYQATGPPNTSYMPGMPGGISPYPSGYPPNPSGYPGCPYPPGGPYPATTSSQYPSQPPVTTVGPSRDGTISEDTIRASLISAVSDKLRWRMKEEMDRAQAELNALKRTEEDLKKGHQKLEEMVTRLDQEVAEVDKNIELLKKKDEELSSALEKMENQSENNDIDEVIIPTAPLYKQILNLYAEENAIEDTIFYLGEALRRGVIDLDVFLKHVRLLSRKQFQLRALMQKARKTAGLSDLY
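Fluorescence anisotropy tracks displacement of a FITC-tagged PTAP peptide (50 nM) from the Tsg101 binding domain (10 uM), following a 20 min room-temperature incubation at pH 7.5.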
* marks the source's active call; other numbers are inactive results; [ ] = another dose, or the depositor's remark. Unless noted, calls come from the whole dose curve; as a rule, active = well fitted curve in the direction sought with a large enough effect; inconclusive = small, poorly fitted or top-dose-only effect, or another doubt; inactive = no such curve, though single readings can be large; an effect the other way counts as inactive or inconclusive.

Results for CCN(CC(=O)Nc1ccc(NC(C)=O)cc1)C(=O)CCN1C(=O)C2CC=CCC2C1=O (stereo not given) ?
TCR act: 0%; Integrin act MD: -13%; ELG1 repair inh: -6%; p53 reactivation: 7%; BRCA1 expr act: -21%; A-T KAP1 phos: -4%; TRPV1 ag: -3; B2AR arrestin: 0.0%; PTAP TSG101 blk: -2%

Results for Cc1ccc(N2C(=O)C(O)(C(F)(F)F)C3=C2CC(C)(C)CC3=O)cc1C (stereo not given) ?
MLL CXXC-DNA inh: -5%; TCR act: 0%; Integrin act MD: 20%; ELG1 repair inh: 7%; p53 reactivation: -3%; BRCA1 expr act: -7%; A-T KAP1 phos: 4%; TRPV1 ag: 0; B2AR arrestin: 0.3%; PTAP TSG101 blk: -5%

How did Cc1ccccc1C(=O)N1CCC(C(=O)Oc2ccc(C#N)cc2)CC1 do in these assays?
MLL CXXC-DNA inh: -4%; TCR act: -2%; Integrin act MD: 4%; ELG1 repair inh: -3%; BRCA1 expr act: 15%; A-T KAP1 phos: 8%; TRPV1 ag: 1; B2AR arrestin: -0.3%; PTAP TSG101 blk: -4%

What do the screens show for `CC(C)CNc1nnnc2c1sc1nc(N3CCOCC3)c3c(c12)CC(C)(C)SC3`?
MLL CXXC-DNA inh: 19%; TCR act: 5%; Integrin act MD: 13%; ELG1 repair inh: 4.1µM*; p53 reactivation: 7%; BRCA1 expr act: -65%; A-T KAP1 phos: -8%; TRPV1 ag: inconclusive; B2AR arrestin: 0.3%; PTAP TSG101 blk: -4%

Results for O=C(C[C@@H]1C/C=C\CC[C@@H](Cc2ccc(F)cc2)C(=O)OC[C@@H]2CCCN2C1=O)NCCO ?
TCR act: 0%; Integrin act MD: -4%; ELG1 repair inh: 1%; p53 reactivation: -1%; BRCA1 expr act: -17%; A-T KAP1 phos: 6%; B2AR arrestin: 0.3%; PTAP TSG101 blk: 0%

How did CC(C)Oc1ccc(C(=O)OCC(=O)NC2CCCCCC2)cc1 do in these assays?
Integrin act MD: -18%; ELG1 repair inh: -5%; p53 reactivation: 5%; BRCA1 expr act: 6%; A-T KAP1 phos: -5%; TRPV1 ag: 26; B2AR arrestin: -0.2%; PTAP TSG101 blk: -4%

What do the screens show for `Cc1nc(C(C)NC(=O)CCc2nnc(Cc3c[nH]c4ccccc34)o2)cs1` (stereo not given)?
MLL CXXC-DNA inh: -3%; TCR act: -1%; Integrin act MD: -27%; ELG1 repair inh: -7%; p53 reactivation: -1%; BRCA1 expr act: 11%; A-T KAP1 phos: -8%; TRPV1 ag: -1; B2AR arrestin: 0.0%; PTAP TSG101 blk: -1%

Results for CN1C(=O)CC(Sc2ncccc2C(=O)O)C1=O (stereo not given) ?
MLL CXXC-DNA inh: 2%; TCR act: -1%; Integrin act MD: 14%; ELG1 repair inh: 1%; p53 reactivation: -8%; BRCA1 expr act: -2%; A-T KAP1 phos: 0%; TRPV1 ag: 1; B2AR arrestin: -0.1%; PTAP TSG101 blk: -4%

How did Cc1ccc(S(=O)(=O)NCc2cccnc2)s1 do in these assays?
MLL CXXC-DNA inh: -7%; TCR act: 2%; Integrin act MD: 12%; ELG1 repair inh: 9%; p53 reactivation: -4%; BRCA1 expr act: -40%; A-T KAP1 phos: -3%; TRPV1 ag: 0; B2AR arrestin: 5.4%; PTAP TSG101 blk: 0%

Results for Cc1ccc(-c2c(C(=O)Nc3ccccc3C)c(C)[nH]c(=S)c2C#N)o1 ?
MLL CXXC-DNA inh: inconclusive; TCR act: 2%; Integrin act MD: 11%; ELG1 repair inh: 10%; p53 reactivation: -3%; BRCA1 expr act: 14%; A-T KAP1 phos: 9%; TRPV1 ag: 1; B2AR arrestin: -0.6%; PTAP TSG101 blk: 0%

What do the screens show for `COc1ccc(S(=O)(=O)N2CCOCC2)cc1N(C)S(=O)(=O)c1ccc(C)cc1`?
MLL CXXC-DNA inh: 5%; TCR act: 0%; Integrin act MD: 0%; ELG1 repair inh: 3%; p53 reactivation: -4%; BRCA1 expr act: -14%; A-T KAP1 phos: -16%; TRPV1 ag: 2; B2AR arrestin: -0.5%; PTAP TSG101 blk: 0%

Results for C/C(CC(=O)NCc1ccco1)=N\NC(=O)COc1ccc(C)cc1 ?
MLL CXXC-DNA inh: 10%; TCR act: 2%[46.1 µM]; Integrin act MD: 2%; ELG1 repair inh: 11%; p53 reactivation: 0%; BRCA1 expr act: -2%; A-T KAP1 phos: -5%; TRPV1 ag: 1; B2AR arrestin: -0.2%; PTAP TSG101 blk: -1%

Results for Cc1ccccc1NC(=O)CCC(=O)N/N=C/c1ccncc1 ?
MLL CXXC-DNA inh: inconclusive; TCR act: 2%; Integrin act MD: -3%; ELG1 repair inh: inconclusive; p53 reactivation: -5%; BRCA1 expr act: -7%; A-T KAP1 phos: 0%; TRPV1 ag: 20; B2AR arrestin: -0.5%; PTAP TSG101 blk: 0%

Results for Cc1coc2c(C)c3oc(=O)c(CCC(=O)NCCCN4CCCC4=O)c(C)c3cc12 ?
MLL CXXC-DNA inh: -3%; TCR act: 7%; Integrin act MD: 11%; ELG1 repair inh: inconclusive; BRCA1 expr act: 10%; A-T KAP1 phos: 8%; TRPV1 ag: 2; B2AR arrestin: -0.4%; PTAP TSG101 blk: -4%

Results for COC(C/C=C\[C@H](O)[C@H](C)OCc1ccccc1)OC ?
TCR act: 4%; Integrin act MD: 1%; BRCA1 expr act: 19%; PTAP TSG101 blk: 1%

How did O=S1(=O)CC(O)C(Nc2ccccc2)C1 (stereo not given) do in these assays?
MLL CXXC-DNA inh: -8%; TCR act: -2%; Integrin act MD: 8%; BRCA1 expr act: 4%; TRPV1 ag: 2; PTAP TSG101 blk: -3%

How did CN1CCN(CCC(=O)Nc2ccc(OCc3ccccc3)cc2)CC1 do in these assays?
MLL CXXC-DNA inh: -2%; TCR act: -1%; Integrin act MD: -30%; ELG1 repair inh: inconclusive; p53 reactivation: 16%; BRCA1 expr act: 11µM*; A-T KAP1 phos: 6%; TRPV1 ag: 5; B2AR arrestin: 0.0%; PTAP TSG101 blk: -5%

Results for CCCc1[nH]nc2c1C(CCc1ccccc1)C(C#N)=C(N)O2 (stereo not given) ?
MLL CXXC-DNA inh: -5%; TCR act: 6%; Integrin act MD: -12%; ELG1 repair inh: -17%; p53 reactivation: 6%; BRCA1 expr act: 0%; A-T KAP1 phos: 2%; TRPV1 ag: -1; B2AR arrestin: 0.3%; PTAP TSG101 blk: -3%

Results for Cc1occc1C(=O)NCc1cccs1 ?
MLL CXXC-DNA inh: 4%; TCR act: 0%[46.1 µM]; Integrin act MD: 4%; ELG1 repair inh: 15%; p53 reactivation: 4%; BRCA1 expr act: -2%; TRPV1 ag: 1; B2AR arrestin: -0.3%; PTAP TSG101 blk: -7%

What do the screens show for `CNCCCCOc1ccccc1-c1ccccc1`?
MLL CXXC-DNA inh: 7%; TCR act: -2%[46.1 µM]; Integrin act MD: -46%[inhibitor]; ELG1 repair inh: 2%; p53 reactivation: -23%; BRCA1 expr act: -63%; A-T KAP1 phos: -5%; TRPV1 ag: 10; B2AR arrestin: -0.1%; PTAP TSG101 blk: -4%

Results for O=C(Nc1ccc2[nH]c(=O)[nH]c2c1)c1ccc([N+](=O)[O-])o1 ?
TCR act: 4%; Integrin act MD: -29%; ELG1 repair inh: -22%; p53 reactivation: -37%[inhibitor]; BRCA1 expr act: -53%; A-T KAP1 phos: 0%; TRPV1 ag: 2; B2AR arrestin: 2.3%; PTAP TSG101 blk: -2%

What do the screens show for `CC(C)(C)c1ccc(NC(=O)CSc2n[nH]c(=O)n2-c2cccnc2)cc1`?
MLL CXXC-DNA inh: inconclusive; TCR act: 5%; Integrin act MD: -22%; ELG1 repair inh: 1%; p53 reactivation: 1%; BRCA1 expr act: -12%; A-T KAP1 phos: -5%; TRPV1 ag: 0; B2AR arrestin: 0.3%; PTAP TSG101 blk: -3%

What do the screens show for `O=C(c1ccc(NS(=O)(=O)c2cccc(F)c2)cc1)N1CCCCC1`?
MLL CXXC-DNA inh: -2%; TCR act: 1%; Integrin act MD: 23%; ELG1 repair inh: -4%; p53 reactivation: 4%; BRCA1 expr act: -2%; A-T KAP1 phos: 19%; TRPV1 ag: -1; B2AR arrestin: 0.0%; PTAP TSG101 blk: 0%
